KB-V1 cytotox – qHTS assay for MDR1-selective chemotherapeutics: Primary screen using the drug-selected MDR subline cells KB-V1 | Potency, µM (top dose mostly 46.1 µM), for the others: at the highest dose activity change, negative = cytotoxicity, actives largely listed as cytotoxic | AID 1347076, 2019 | KB-V1 MDR cells viability, CellTiter-Glo, 72 h | actives 3.4% (n = 400,000); further: potency means the concentration at half of the fitted maximal effect; on the % scale 0 is the no-effect control and ±100 the full control effect; nearly all actives have a fitted effect of over 60% in size
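Following 72 h at 37 degrees C with compound, KB-V1 cell viability was read by CellTiter-Glo luminescence, medium being phenol-red-free DMEM plus 10% FBS; concentration-response parameters came from normalized, curve-fitted qHTS data.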
aSyn yeast inh – qHTS of alpha-syn Inhibitors; Yeast expressing alpha-synuclein, growth rescue, BacTiter-Glo, 24 h; Potency, µM (highest dose often 46.1 µM), for inactives: top-dose growth rescue (activation), most hits filed as activators; actives 0.14% (n = 370,000); AID 652106, 2013; further: potency means the concentration at half of the fitted maximal effect; % of control where 0% means no effect; nearly all actives have a fitted effect of over 65% in size
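Readout is rescue of growth in alpha-synuclein-expressing yeast, so inhibitors of toxicity appear as activators. Growth after 24 hr at 30 deg C in galactose medium is quantified by luminescence.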
DRD3 agonist – qHTS of D3 Dopamine Receptor Agonist: qHTS | D3R DiscoveRx beta-arrestin cells, luminescence, 90 min | max activation, % | actives 0.58% (n = 410,000) | AID 652048, 2013; in the data active means max activation above about 30%; further: 0% is about no effect; mostly tested at two doses, the higher about 12 µM
Target sequence (P35462 whole entry, looked up): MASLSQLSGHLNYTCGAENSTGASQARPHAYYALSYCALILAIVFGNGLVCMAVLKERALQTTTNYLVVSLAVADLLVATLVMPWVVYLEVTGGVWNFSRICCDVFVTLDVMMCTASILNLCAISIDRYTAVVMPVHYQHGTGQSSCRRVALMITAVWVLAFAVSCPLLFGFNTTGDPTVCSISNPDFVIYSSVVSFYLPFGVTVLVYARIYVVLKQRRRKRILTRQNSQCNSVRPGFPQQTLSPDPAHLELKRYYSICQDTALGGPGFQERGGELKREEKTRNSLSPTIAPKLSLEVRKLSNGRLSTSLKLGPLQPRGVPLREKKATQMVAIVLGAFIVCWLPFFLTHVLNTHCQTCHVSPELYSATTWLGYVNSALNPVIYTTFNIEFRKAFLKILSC
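Agonist-mode cell screen: cells plated at 1500/well and incubated overnight at 37 °C, then exposed to library compounds for 90 min at 37 °C. Detection reagent was added for 30–60 min at room temperature, and luminescence was read.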
DRD3 antagonist – qHTS of D3 Dopamine Receptor Antagonist: qHTS. AID 652054, 2013. actives 2.5% (n = 360,000). max response, negative = inhibition, %. D3R cells, DiscoveRx beta-arrestin luminescence, antagonist mode; hits give low values; in the data active means max response below about -50%; inconclusive means no clear call, values can overlap the other calls; further: on the % scale 0 is the no-effect control and ±100 the full control effect; mostly tested at two doses, the higher about 12 µM
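Cells plated overnight at 1500 cells/well, then exposed to library compounds with dopamine controls for 90 minutes at 37 degrees C. DiscoveRx reagent added for 30–60 minutes at room temperature; luminescence read, quantitative HTS format.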
PTHR1 ag – qHTS for PTHR1 Agonists: Primary Screen; Parathyroid hormone/parathyroid hormone-related peptide receptor (Homo sapiens), Q03431; HEK293 GP2 PTHR1 cells, GloSensor cAMP luminescence, 1 h; Potency, µM (highest dose often 115 µM), inactives show at the highest dose activation, usual class: activators; actives 0.075% (n = 410,000); further: potency means the concentration at half of the fitted maximal effect; nearly all actives have a fitted effect of over 55% in size; some results filed as inactive show a strong effect at the top dose; inactives centre near -15; many of its hits are not listed in these tables
Target sequence (Q03431 whole entry, looked up): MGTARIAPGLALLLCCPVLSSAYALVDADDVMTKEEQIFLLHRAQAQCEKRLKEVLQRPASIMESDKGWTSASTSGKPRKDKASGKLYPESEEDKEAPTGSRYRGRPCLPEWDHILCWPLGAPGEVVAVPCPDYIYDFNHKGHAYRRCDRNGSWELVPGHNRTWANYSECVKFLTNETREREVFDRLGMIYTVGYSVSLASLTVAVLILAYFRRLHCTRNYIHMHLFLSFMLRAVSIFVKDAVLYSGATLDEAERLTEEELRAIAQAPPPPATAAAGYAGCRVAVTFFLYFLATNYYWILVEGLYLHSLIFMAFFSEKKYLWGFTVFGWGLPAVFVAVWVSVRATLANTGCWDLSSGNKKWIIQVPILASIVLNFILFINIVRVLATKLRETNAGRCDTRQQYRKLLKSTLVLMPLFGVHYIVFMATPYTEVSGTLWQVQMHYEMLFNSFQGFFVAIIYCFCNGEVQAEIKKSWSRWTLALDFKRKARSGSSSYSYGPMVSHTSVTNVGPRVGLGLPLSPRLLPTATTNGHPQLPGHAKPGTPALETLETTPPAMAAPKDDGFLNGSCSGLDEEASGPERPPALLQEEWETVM
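HEK-293-derived GP2 cells expressing PTHR1 and a GloSensor cAMP reporter, 3,000/well, plated overnight, given luciferin plus IBMX (each 0.5 mM as added) for 1 h at 37 °C, then compound for 1 h at 37 °C. Luminescence was read after 15 min at room temperature.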
GLP-1R inv ag – qHTS of GLP-1 Receptor Inverse Agonists (Inhibition Mode) | Glucagon-like peptide 1 receptor (Homo sapiens), P43220 | actives 1.6% (n = 410,000) | HEK293 GLP-1R CRE-luciferase, luminescence, 24 h; GLP-1R form is constitutively active | Potency, µM (series often up to 38.3 µM), inactives show at the highest dose activity change, negative = inhibition, actives largely listed as inhibitors | AID 624417, 2012; further: potency means the concentration at half of the fitted maximal effect; on the % scale 0 is the no-effect control and ±100 the full control effect; nearly all actives have a fitted effect of over 55% in size
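HEK293 cells stably co-expressing a cAMP-responsive luciferase reporter and constitutively active GLP-1R were seeded, incubated 12 h, then exposed to compounds for 24 h at 37 C. Luminescence was read 12 min after detection reagent; inverse agonists lower signal.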
TDP-43 yeast inh – qHTS of TDP-43 Inhibitors; TDP-43 expressing yeast growth rescue, BacTiter-Glo, 24 h; Potency, µM (highest dose often 46.1 µM), for the others: top-dose growth rescue (activation), hits mostly activators; actives 1.8% (n = 410,000); further: potency means the concentration at half of the fitted maximal effect; % of control where 0% means no effect; nearly all actives have a fitted effect of over 50% in size
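Growth rescue of TDP-43-toxic yeast measured as ATP luminescence (BacTiter-Glo). Cells grown to mid-log in raffinose, induced in galactose at OD600=0.02, exposed to compound 24 hr at 30 deg C.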
GLP1R ag – qHTS of GLP-1 Receptor Agonists; Glucagon-like peptide 1 receptor (Homo sapiens), P43220; HEK293 GLP-1R CRE-luciferase, luminescence, 4-6 h; cells express a hypersensitive GLP-1R form; Potency, µM (series often up to 45.6 µM), for the others: at the highest dose activation, most hits filed as activators; actives 0.007% (n = 380,000); AID 624172, 2012; further: potency means the concentration at half of the fitted maximal effect; % of control where 0% means no effect
GLP1R cytotox – qHTS of GLP-1 Receptor Inverse Agonists: Cytotox Screen. HEK293 cAMP-luciferase reporter cells, luminescence, 24 h. AID 624418, 2012. actives 0.13% (n = 410,000). Potency, µM (series often up to 38.3 µM), inactives show at the top dose activity change, negative = inhibition, hits mostly inhibitors;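 further: loss of luciferase light is scored as toxicity; potency means the concentration at half of the fitted maximal effect; on the % scale 0 is the no-effect control and ±100 the full control effect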
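Cells in DMEM/10% Nu serum/1% pen-strep, 1536-well format. Pre-incubated 12 h, dosed with 23 nL compound, incubated a further 24 h. Luciferase detection, 12 min at room temp, luminescence.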
The depositor's hits bear a star; i = inactive; ? = inconclusive; / = not tested or not shown; & = joins results of further samples; [ ] = another dose, or the depositor's remark. Unless noted, the call rests on the fitted dose curve; in most records, active means well fitted curve in the direction sought with a large enough effect; inconclusive means small, poorly fitted or top-dose-only effect, or another doubt; inactive means no such curve, though single readings can be large; an effect the other way counts as inactive or inconclusive. An excerpt; rates above refer to the full screens.

Under each structure: GLP-1R inv ag	DRD3 agonist	DRD3 antagonist	KB-V1 cytotox	TDP-43 yeast inh	GLP1R cytotox	PTHR1 ag	GLP1R ag	aSyn yeast inh
Cc1cc([N+](=O)[O-])ccc1NC1CCCC1
  14%	4	2	16µM*	17%	0%	-30%[inhibitor]	0%	9%
CCOc1ccc(C(=O)C(C)OC(=O)Cn2[nH]c(=O)c3ccccc3c2=O)cc1 (stereo unspecified)
  7%	4	-11	4%	9%	4%	-16%	1%	-2%
CCO/C=C1\C(=O)N(c2ccccc2)C(=O)c2ccccc21
  25%	5	15	-10%	-23%	15%	i	3%	16%
CC(=O)c1cc2c(cc1NC(=O)c1cc3nc(C(C)C)cc(C(F)(F)F)n3n1)OCO2
  6%	4	36	1%	?	2%	i	1%	10%
CCOC(=O)c1c(NC(=O)c2ccc(N3C(=O)[C@@H]4[C@H](C3=O)[C@H]3C=C[C@@H]4C3)cc2)sc2c1CC(C)CC2 (stereo partly specified)
  -1%	-4	-6	-12%	-1%	16%	i	2%	-6%
COc1cccc(NS(=O)(=O)c2ccc3c(c2)N(C(C)=O)CCS3)c1
  8%	-5	4	?	-21%	-6%	-47%	-1%	-2%
COC(=O)CCC(=O)NNC(=O)c1ccc(Br)cc1
  5%	-8	7	13%	-7%	-2%	i	-5%	0%
CC(=O)c1ccc(N2CCN(S(=O)(=O)c3ccc4c5c3CC(=O)N5CC(C)S4)CC2)cc1 (stereo unspecified)
  13%	-15	-11	-13%	-4%	4%	-45%	-6%	1%
CCN(CC)/C(Sc1ccccc1)=C(\C(Cl)=C(Cl)Cl)[N+](=O)[O-]
  -14%	-1	-2	-1%	-15%	-23%	-20%	2%	0%
COCCNC(=O)C1(C)CCCN(C(=O)c2ccco2)C1 (stereo unspecified)
  12%	3	13	0%	0%	-6%	i	-2%	-4%
O=C(Oc1cccc(N2C(=O)C3C4c5ccccc5C(c5ccccc54)C3C2=O)c1)c1ccco1 (stereo unspecified)
  ?	2	8	-14%	21%	-13%	-7%	?	6%
CSc1ccc(CN2CCN(Cc3ccc([N+](=O)[O-])cc3)CC2)cc1
  ?	-4	?	2.1µM*	7%	8%[7.66 µM]	-25%	1%	2%
CCCNc1ncnc2c1cnn2C1CCCCO1 (stereo unspecified)
  -2%	-3	-25	-1%	0%	7%	-14%	2%	-3%
Cc1ccccc1NS(=O)(=O)c1nnc(NC(=O)CC(C)C)s1
  -16%	-3	-27	6%	1%	3%	i	-2%	0%
COc1ccc(N2C(=O)CSC2c2ccc3c(c2)OCO3)c(OC)c1 (stereo unspecified)
  ?	3	4	?	5%	-18%	-11%	-6%	5%
CC(=O)N/N=C/c1cc(C(C)(C)C)cc(/C=N/NC(C)=O)c1O
  ?	-2	?	?	-14%	/	i	14%	-48%[inhibitor]
O=C(O)CC(CC(=O)Nc1nncs1)c1ccccc1 (stereo unspecified)
  8%	-2	-9	6%	-11%	12%	i	5%	-2%
C=CCn1c(SCC(=O)N2CCCCC2)nnc1-c1ccncc1
  -12%	10	6	-19%	16%[9.22 µM]	0%	i	1%	-3%
CCCCNC(=O)N1CCN(Cc2cccc(F)c2)CC1
  -9%	1	15	15%	-7%[0.397 µM]	-5%	-14%	9%	0%
COc1ccccc1N(C)c1cc2c(c3c1ccn3C)C1CCC2C1 (stereo unspecified)
  ?	4	-9	?	?	2%	-24%	12%	-1%

Compounds above with fluorine:
Under each structure: GLP-1R inv ag	DRD3 agonist	DRD3 antagonist	KB-V1 cytotox	TDP-43 yeast inh	GLP1R cytotox	PTHR1 ag	GLP1R ag	aSyn yeast inh
CC(=O)c1cc2c(cc1NC(=O)c1cc3nc(C(C)C)cc(C(F)(F)F)n3n1)OCO2
  6%	4	36	1%	?	2%	i	1%	10%
CCCCNC(=O)N1CCN(Cc2cccc(F)c2)CC1
  -9%	1	15	15%	-7%[0.397 µM]	-5%	-14%	9%	0%

The list goes on.
Under each structure: GLP-1R inv ag	DRD3 agonist	DRD3 antagonist	KB-V1 cytotox	TDP-43 yeast inh	GLP1R cytotox	PTHR1 ag	GLP1R ag	aSyn yeast inh
O=C(COC(=O)c1ccccc1-c1ccccc1[N+](=O)[O-])c1ccccc1
  ?	-1	18	0%	-3%	-1%	-58%[inhibitor][57.5 µM]	0%	12%
N#Cc1c2c(c(NCc3ccco3)n3c1nc1ccccc13)CCC2
  5%	5	5	0%	-25%	79%[activator]	i	3%	-13%
CCCCNC(=O)CS(=O)Cc1nc(-c2cccc(Cl)c2)oc1C (stereo unspecified)
  ?	-3	-18	5%	25%	-15%	-20%	10%	5%
S=C(Nc1ccc2cn[nH]c2c1)Nc1ccc(Cl)cc1Cl
  8%	1	15	1%	6%	1%	-5%	-12%	-15%
COc1cc(/C=C2\N=C(c3c(-c4ccccc4)noc3C)OC2=O)ccc1OC(C)=O
  12%	17	5	?	-7%	-2%	i	0%	5%
CCOCCOC(=O)c1ccc(NC(=O)c2cc(OC)c(OC)c(OC)c2Br)cc1
  ?	3	-3	?	0%	-7%[1.53 µM]	-17%	-1%	7%
CCN(CC)C(=O)C(=O)Nc1cc(C(F)(F)F)ccc1Cl
  -8%	1	2	11%	3%	26%	i	6%	1%
CC(NC(=O)CN1C(=O)NC2(CCCCCCC2)C1=O)c1ccccc1 (stereo unspecified)
  -4%	2	25	23µM*	7%	-15%	i	?	2%
O=C1c2ccccc2CCCC12N=NCC2c1cccc2ccccc12 (stereo unspecified)
  7.1µM*	7	-6	?	11%	13%	i	0%	21%
Cc1cc(O)cc(O)c1C=NCc1ccco1
  ?	2	8	3%	9%	6%	i	1%	7%
OCCNc1nc(NCCC2=CCCCC2)nc(N2CCOCC2)n1
  ?	1	-5	0%	-6%	-10%	-7%[57.5 µM]	3%	-1%
CSc1nc2cc(Oc3cccc(Cl)c3Cl)c(Cl)cc2[nH]1
  11µM*	24&7	16	-30%	-91%[inhibitor]	-2%	-48%[inhibitor]	5%&5%	-56%[inhibitor]
COC(=O)/C(=C\Nc1cccc(Cl)c1C)c1ncc(C(F)(F)F)cc1Cl
  -7%	3	0	18%	3%	5%	-3%	1%	-1%
CSc1nncn1/N=C/c1ccc2c(c1)OCO2
  0%	21	-9	3%	9%	-3%	-2%[57.5 µM]	0%	-11%
CC(=O)N1CCN(c2ccc(NC(=O)c3cccc(C)c3)cc2)CC1
  17%	-2	8	-28%	4%	1%	-7%	4%	-6%
CCCc1c(O)nc(SCCN(CC)CC)[nH]c1=O
  2%	-2	-7	-2%	5%	4%	-11%	-12%	3%
O=C1CN2NC(=S)N(c3ccc(Cl)cc3)C2=CN1c1ccc(Cl)cc1
  -3%	0	25	16%	-4%	-19%	i	-9%	-2%
CCc1c(C)nc(SCC(=O)N2C(C)CCCC2C)[nH]c1=O (stereo unspecified)
  ?	9	-4	-4%	-20%	2%	i	11%	1%
COc1ccc(NC(=O)Cn2c(=O)n(Cc3ccccc3Cl)c(=O)c3cc(OC)c(OC)cc32)cc1
  -2%	-9	/	-2%	13%	7%	i	-1%	/
O=C(CSc1nc(=O)[nH]c2c1CCCC2)NCc1ccc(Cl)cc1
  9%	-3	/	/	21%	7%	i	/	/
CC(NC(=O)Cn1cccc1C(=O)c1ccccc1)c1ccc2c(c1)OCCO2 (stereo unspecified)
  -28%	0	5	-30%	11%	-33%	-16%	-2%	10%
O=C1C(c2cccc(Br)c2)N(CCc2ccccc2)C(=O)CN1C1CCCCC1 (stereo unspecified)
  1%	5	/	/	7%	9%	?	/	/
CCOc1cc(Br)c(CN2C(=O)NC3(CCCCCC3)C2=O)cc1OCC
  ?	0	17	?	?	-30%	-29%	16%	8%
Cc1cc(C(F)(F)F)nn1-c1nc(-c2ccco2)cc(C(F)(F)F)n1
  0%	7	7	-8%	-4%	-6%	-19%[57.5 µM]	3%	-1%
CCCNC(=O)C1(C)CCCN(C(=O)c2cccc(C#N)c2)C1 (stereo unspecified)
  12%	-1	-22	4%	23%	-11%	-18%	-3%	0%
COC(=O)c1c(C(=O)OC)c(-c2ccccc2)n2c1CCC2
  5%	-1	22	0%	-7%	5%	i	7%	-9%
COc1ccc(/C=N/NC(=O)c2c(Br)cnn2C)c2ccccc12
  ?	2	-7	-2%	10%	-21%	-7%	8%	6%
CN(c1ccccc1)S(=O)(=O)c1cccc(NC(=O)C2=NNC(=O)CC2)c1
  -14%	-7	1	-8%	-20%	?	i	11%	-11%
Nc1nc(SCC(=O)c2c(N)n(Cc3ccccc3)c(=O)[nH]c2=O)n[nH]1
  20%	-9	-7	17%	-22%	5%	i	6%	-3%
CNc1nc(-c2ccccn2)nnc1-c1ccccc1
  3%	-2	0	-22%	25%	?	i	-10%	-3%
Cc1cc2c(cc1C)C(=O)C(Br)=C(N)C2=O
  86%[activator]	2	5	-8%	-1%	-6%	-2%	25%	-3%
C/C(=N\NC(=O)c1ccccn1)c1ccc(Cl)cc1
  ?	4	-13	?	-4%	5%	i	2%	-8%
CCN(c1ccc(NC(=O)c2ccc(N3CCCC3=O)cc2)cc1)C(C)C
  ?	0	14	?	11%	-12%	-37%	-1%	5%
COc1cccc(C(=O)Nc2nc3ccccc3s2)c1
  ?	-10	-25	-15%	0%	2%	-79%[inhibitor]	1%	-13%

Source: PubChem BioAssay (National Center for Advancing Translational Sciences (NCATS))
